Yfh1-depleted yeast: mitochondrial function rescue without frataxin homolog – Friedreich's ataxia, plus single-dose screen, dose response (AID 1465); S. cerevisiae Yfh1-off respiration, WST-1 reduction, 72 h; higher fold induction means a stronger effect; fold induction at 50 µM; hits with a dose series show EC50 in µM; 0.074% of 220,000 active;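 active means fold induction of absorbance versus untreated yeast above a set limit, then at least 30% activation at any dose in follow-up; inconclusive means repeats straddling the limit, or above it without dose testing; inactive means fold induction below the set limit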;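 further: activators that raise dye reduction in frataxin-depleted yeast; strong numbers were not always called active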
bCat nuc transl: beta-catenin nuclear translocation modulation | 0.3% of 190,000 active | AID 1665 | nuclear translocation activity, % at 5 µM | HeLa beta-catenin nuclear translocation, immunofluorescence imaging;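 active means nuclear translocation activity above 50% at 5 µM, with a well cell count of 50 or more; inconclusive means wells under 50 cells across six images, flagged as toxic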;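 further: per-cell ratio of nuclear to cytoplasmic median beta-catenin stain intensity; plate controls were DMSO negative control for no effect and GSK-3 inhibitor IX positive control for full effect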
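Signal – beta-catenin immunofluorescence imaging with DAPI · Test system – human HeLa cell line · Dosing – 5 µM primary single dose, 0.1% DMSO, 0.02–20 µM confirmation series · Measure – % activation, nuclear-to-cytoplasmic median beta-catenin signal ratio per cell · Incubation – 24 h compound exposure at 37°C, 5% CO2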
AID2073: inhibitors of Mint1-CaV2.2 protein interaction, biochemical, HTRF (AID 2073); HTRF protein-protein interaction, Mint1-CaV2.2; higher % means a stronger effect; inhibition, % at 20 µM, or IC50 in µM where a hit was titrated; 0.19% of 290,000 active; in the data active means inhibition mostly above about 51%, no sharp cut-off; inconclusive means no clear call, values can overlap the other calls; inactive means mostly below about 53%; further: some results filed as inactive read as strong as hits
MT stabilizer: microtubule stabilization, imaging screen; HeLa tubulin immunostaining HCS, 24 h; share of cells brighter than vehicle mean+2SD; % tubulin-high responders, % at 10 µM; 0.83% of 200,000 active;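 active means plate Z-score above 3 for both tubulin-high and condensed-nucleus cell shares, with cell loss under 80%, at 10 µM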;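 further: anti alpha tubulin signal scored within the nucleus-defined area of each cell; some results filed as inactive read as strong as hits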
Autophagy mod: modulators of autophagy; 0.98% of 190,000 active; calls only at 10 µM (by protocol); MEF GFP-LC3 puncta imaging; test concentration mostly 10 µM;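 active means percentage of spot-positive cells more than 3 SD above its plate mean, without a fluorescence outlier flag or 80% toxicity; inconclusive means no clear call, values can overlap the other calls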;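 further: spot-positive cell cutoff set from DMSO-treated cells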
WT yeast gro inh: growth inhibition of WT yeast, mitochondrial fusion screen; mitochondrial fusion phenotypic screen, WT strain; inhibition, % at 10 µM; 2.1% of 190,000 active; AID 1362; in the data active means inhibition above about 58%; tested in S. cerevisiae
Dynein transport: blocks dynein driven cargo transport along microtubules; 3617.4 mouse cells, GR-EGFP nuclear translocation imaging; test concentration mostly 20 µM; stimulated with dexamethasone, 1 µM; active compounds read low; 0.47% of 220,000 active; z-score, hits read low;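 active means plate z-score of nuclear minus cytoplasmic receptor signal below a set negative limit, without overly bright fluorescence or cell loss, cut at about -3.5 in these data, passing the limit was not always enough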;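 further: z-score of nuclear minus cytoplasmic ring GR-EGFP intensity difference per well; some compounds called inactive have numbers as strong as hits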
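Medium: Induction medium lacking tetracycline, stripped serum | Probe or stimulus: 1.0 µM final dexamethasone stimulus | Schedule: 48 h induction, then 1 h compound, then 30 min agonist, 37 °C | Signal: Automated 10x imaging of fixed Hoechst-stained cells | Evaluation: Per-cell GR-EGFP intensity, nucleus versus surrounding cytoplasmic ring, well-averaged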
HIV peptide binding: cell-free HIV fusion peptide-binding blockers – biochemical, uHTS, fluorescence dequenching, primary screen (AID 1986); 0.3% of 290,000 active; inhibition, % at 20 µM; hits with a dose series show IC50 in µM; cell-free peptide binding, fluorescence dequenching, 30 min; higher % means a stronger effect; in the data active means inhibition mostly above about 52%, no sharp cut-off; inactive means mostly below about 76%; further: some results filed as inactive read as strong as hits
Ins promoter up: MIN6 insulin promoter up-regulation. z-score at 5 µM. 0.3% of 190,000 active. MIN6 insulin promoter-GFP reporter, high-content imaging; active compounds read high;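 active means z-score above 3 at 5 µM with at least 500 cells counted in the well; inconclusive means wells under 500 cells, flagged as cytotoxic or low count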
WT yeast gro inh mutant strain: recorded beside WT yeast gro inh, whose call it bears; inhibition, %; mitochondrial fusion phenotypic screen, mutant strain inhibition
Dynein transport cytoplasmic EGFP: recorded beside Dynein transport, whose call it bears; z-score; measured here: cytoplasmic GR-EGFP intensity; active compounds read high
Dynein transport nuclear GR-EGFP: second read-out of Dynein transport, no call of its own (marks repeat the call); z-score; measured here: nuclear GR-EGFP intensity;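 lower value marks the stronger effect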
Dynein transport cell count: second read-out of Dynein transport, no call of its own (marks repeat the call); z-score; measured here: cell count per field
Ins promoter up cell count: also measured in Ins promoter up; calls as there; cell count; measured here: cytotoxicity, nuclei count;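 total cells summed across four imaged fields per well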
bCat nuc transl cell count 5 µM: second read-out of bCat nuc transl, no call of its own (marks repeat the call); cell count; measured here: cell count, cytotoxicity flag
MT stabilizer Hoechst-high %: further read-out of MT stabilizer, marked with its call; % Hoechst-high responders; measured here: nuclear condensation Hoechst responders;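 share of cells brighter than vehicle mean plus two SD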
MT stabilizer cytotoxicity %: recorded beside MT stabilizer, whose call it bears; toxicity, %; measured here: cytotoxicity by cell density;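 0% = mean cell density of plate MIN control wells and 100% = no cells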
Autophagy mod cell loss 18 h: further read-out of Autophagy mod, marked with its call; toxicity, %; measured here: cell loss, nuclei count;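 cell loss after 18 h compound exposure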
* marks the source's active call; other numbers are inactive results; i = inactive; ? = inconclusive; nt = no result given; + = active, no number.

Structure	Yfh1-depleted yeast	bCat nuc transl	bCat nuc transl cell count 5 µM	AID2073	MT stabilizer	MT stabilizer Hoechst-high %	MT stabilizer cytotoxicity %	Autophagy mod	Autophagy mod cell loss 18 h	WT yeast gro inh	WT yeast gro inh mutant strain	Dynein transport	Dynein transport cytoplasmic EGFP	Dynein transport nuclear GR-EGFP	Dynein transport cell count	HIV peptide binding	Ins promoter up	Ins promoter up cell count
COCCCn1c(N)c(C(=O)NCc2ccco2)c2nc3ccccc3nc21	i	1.0	1265	33%	nt	nt	nt	nt	nt	nt	nt	0.53	-0.1	0.97	-1.4	1.6%	0.16	1052
C[n+]1c(-c2ccccc2)cc(CCCCc2cc(-c3ccccc3)[n+](C)c(-c3ccccc3)c2)cc1-c1ccccc1	i	1.8	1063	17%	6.7	1.4	5.5	i	-10	54	60	0.75	-0.14	0.67	-1.5	-0.4%	-3.7	794
COc1ccc(Cn2c(O)c(/C=N/NC(=O)c3ccccc3)c(=O)[nH]c2=O)cc1	i	1.3	1008	5%	2.4	2.8	1.1	i	-2	-5	-22	-0.41	-0.32	-0.42	0.47	65%	0.32	1316
O=C(CN1CC(c2ccccc2)CC1=O)Nc1ccc(F)cc1 (stereo not drawn)	i	-3.3	1153	9%	2.6	4.3	7.8	i	10	6	1	-0.46	-0.21	0.089	0.13	0.1%	0.07	1211
CSc1nc2ccccc2c(=O)n1-c1cccnc1	i	-0.6	1289	-1%	nt	nt	nt	nt	nt	nt	nt	-1.3	-0.26	-0.38	1.6	-1.4%	-0.1	1078
CCCC(=O)C1C(=O)NC(=O)NC1=O	i	0.4	1366	0%	2.3	1.2	4.7	i	-6	14	12	0.059	-0.097	-0.14	0.38	-1.4%	0.39	1496
Cc1ccc(-n2c(-c3ccc([N+](=O)[O-])cc3)nc3ccccc3c2=O)cc1	i	-1.9	1137	0%	4.4	2.1	3.5	i	14	-2	6	-0.75	-0.27	-0.64	0.55	-2.8%	-0.32	1426
COc1ccc(Oc2cc(NC(=O)c3nn(C)cc3[N+](=O)[O-])cc([N+](=O)[O-])c2)cc1	i	nt	nt	-2%	60	11	70	+	nt	13	21	-4*	0.7*	-2.1*	-0.14*	1.1%	-0.81	983
Cc1nn(-c2ccccc2)c2c1C(c1ccc3c(c1)OCO3)SCC(=O)N2 (stereo not drawn)	i	nt	nt	-8%	1.3	1.4	2.9	i	-9	-13	-14	-0.75	-0.068	-0.089	1	-2.0%	-0.41	907
NCCNc1ccc([N+](=O)[O-])c2cccnc12	i	-0.6	1630	25%	3.0	2.2	6.7	i	-7	-1	-3	-0.46	-0.33	-0.51	0.59	-0.5%	0.38	1458
CCOC(=O)C(O)(c1ccc(NC(=O)c2ccc(Cl)c(Cl)c2)cc1)C(F)(F)F (stereo not drawn)	i	1.9	1309	0%	nt	nt	nt	nt	nt	nt	nt	-0.26	-0.2	-0.078	-0.1	0.0%	-0.27	972
COc1ccc(CC2C(=O)N(C)C(=O)N(C)C2=O)c(OC)c1	nt	0.5	1131	10%	3.5	2.5	4.8	i	8	7	-1	-0.47	-0.073	-0.011	0.011	3.2%	-0.16	1915
O=C(COc1ccc(Cl)cc1)N1CCN(Cc2ccccc2)CC1	i	-0.4	1145	10%	2.0	1.4	5.6	i	0	-15	2	0.16	-0.23	0.08	-0.2	22%	-0.45	1036
COc1ccc(/C=C2/C(=O)NC(=O)N(c3ccc(C)c(C)c3)C2=O)cc1CN1C(=O)c2ccccc2C1=O	i	-1.9	1168	4%	2.5	4.5	6.4	i	-12	-8	-6	-0.41	-0.24	-0.046	1.1	6.9%	-0.28	1500
CCOc1cccc(=NC2CCCCC2)c2c(C)n(C)c(C)c12	i	-1.2	1199	-24%	nt	nt	nt	nt	nt	nt	nt	-1.1	-0.14	-0.57	0.22	13%	?	nt
COC(=O)C(C)Oc1cc(C)cc2oc(=O)c3c(c12)CCC3 (stereo not drawn)	i	0.8	919	7%	2.5	1.1	4.7	i	2	-11	-10	0.88	-0.23	0.72	-0.84	-1.4%	nt	nt
N#CC1(c2ccccc2)CCN(C2CC(=O)N(c3ccc(F)cc3)C2=O)CC1 (stereo not drawn)	i	0.4	1494	-6%	1.4	2.2	5.5	i	-34	7	5	-0.4	-0.29	-0.092	0.66	-1.2%	0.18	1526
Cc1cccc(N2C(=O)CC(=O)NC2=O)c1	i	nt	nt	4%	3.3	2.0	5.7	i	-5	-1	-25	-0.29	-0.16	-0.32	0.33	4.3%	0.15	1313
O=c1c2ccccc2nc(Cc2cccc([N+](=O)[O-])c2)n1-c1ccc(O)cc1	i	-1.2	1317	-8%	nt	nt	nt	nt	nt	nt	nt	1.2	-0.24	0.17	-0.27	-2.4%	-0.05	1099
C=CCn1c(O)c(C(CC)=NCCC2=CCCCC2)c(=O)[nH]c1=O	i	-2.7	1425	-2%	2.3	1.3	0.7	i	3	-14	65	-1.1	-0.21	-1.3	-0.18	-1.3%	-0.42	1359
CN1CCN(c2nc3ccccc3o2)CC1	i	-0.1	1300	1%	nt	nt	nt	nt	nt	nt	nt	0.54	-0.65	0.51	-1.3	-1.3%	-0.34	973
O=c1[nH]c(=O)n(Cc2ccc(F)cc2)c(O)c1C=NCCN1CCCCC1	i	1.4	1297	-1%	2.8	2.6	4.3	i	15	-10	32	-0.29	-0.19	0.016	0.29	0.4%	0.22	1483
CC(C)(C)[C@]1(O)C[C@@H]2OC(=O)C[C@@]23C(=O)O[C@@H]2OC(=O)[C@H](O)[C@]213	i	nt	nt	2%	3.5	2.3	5.6	i	9	-1	-13	0.14	-0.22	0.37	0.59	1.0%	-0.62	1187
Cc1ccccc1-n1c(O)c(/C=N/NC(=O)c2ccncc2)c(=O)[nH]c1=O	i	0.4	1316	0%	nt	nt	nt	nt	nt	nt	nt	1.7	-0.19	1.2	-1	4.5%	0.3	1042
CCc1ccc(N2C(=O)NC(=O)/C(=C\c3cccn3CCOc3ccc(C(C)C)cc3)C2=O)cc1	i	1.8	472	8%	2.8	3.4	5.9	i	-12	-8	-12	-0.51	0.89	-0.54	0.11	59%	1	1236

Copied from the list:
COC(=O)C(C)Oc1cc(C)cc2oc(=O)c3c(c12)CCC3 (stereo not drawn) in WT yeast gro inh → -11
O=c1[nH]c(=O)n(Cc2ccc(F)cc2)c(O)c1C=NCCN1CCCCC1 in HIV peptide binding → 0.4%

Further results:
Structure	Yfh1-depleted yeast	bCat nuc transl	bCat nuc transl cell count 5 µM	AID2073	MT stabilizer	MT stabilizer Hoechst-high %	MT stabilizer cytotoxicity %	Autophagy mod	Autophagy mod cell loss 18 h	WT yeast gro inh	WT yeast gro inh mutant strain	Dynein transport	Dynein transport cytoplasmic EGFP	Dynein transport nuclear GR-EGFP	Dynein transport cell count	HIV peptide binding	Ins promoter up	Ins promoter up cell count
N#CC(C#N)=Cc1cccnc1	i	-0.1	1530	4%	4.1	3.6	5.4	i	7	-21	-7	0.11	-0.24	-0.35	0.87	0.8%	0.79	1428
O=c1[nH]c(=S)[nH]c(O)c1N=Nc1ccc2c(c1)OCCO2	i	0.6	1315	-17%	nt	nt	nt	nt	nt	nt	nt	3.5	-0.12	1.4	-1.6	17%	2.1	1388
Cc1cccn2c(NCC3CCCO3)c(C(C)C)nc12 (stereo not drawn)	i	-6.1	986	24%	1.9	1.2	1.7	i	-50	3	0	3.1	-0.037	2.3	-1.6	-1.9%	-1.3	1094
O=c1[nH]c(=O)n(Cc2ccccc2)c(O)c1C=NCCN1CCOCC1	i	-3.8	976	-1%	5.3	2.5	9.5	i	2	-7	-3	-1.3	-0.12	-0.41	0.49	-1.4%	nt	nt
CCN1CCN(Cc2cc(Br)cc(Br)c2O)CC1	i	-0.1	1069	-1%	2.3	1.5	7.5	i	-1	4	22	-0.68	0.3	-0.05	0.95	-0.9%	0.29	871
O=P(Nc1ccccc1)(Nc1ccccc1)Oc1ccccc1	i	nt	nt	0%	2.2	1.5	8.1	i	-7	11	0	0.15	-0.17	1.2	-1.1	1.6%	-1.2	1340

Screening results: PubChem, several laboratories

These rows are one share of the data; count on the stated rates, not on these rows.
